From PubChem
ERAP1 HTS inh: blocks human ERAP1 aminopeptidase activity; recombinant ERAP1, Leu-AMC fluorescence, 60 min; inhibition, % at 10.7 µM; 340,000 compounds, 0.15% hits; Q9NZ08;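 active = mean replicate inhibition of at least 30%, or all replicates individually reaching that 30% level; inactive = mean below 30% and not every replicate reaching it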;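 note: 0% = neutral control wells and 100% = L-leucinethiol positive control wells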
S100A4 inh HTS: inhibitors of human S100A4 binding to myosin IIA peptide; S100A4/TAMRA-MyoIIA peptide fluorescence polarization; 360,000 compounds, 0.14% hits; inhibition, % at 10.7 µM;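 active = mean inhibition of at least 70% across replicates, with every replicate also reaching that level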
Target sequence (P26447 whole entry, looked up): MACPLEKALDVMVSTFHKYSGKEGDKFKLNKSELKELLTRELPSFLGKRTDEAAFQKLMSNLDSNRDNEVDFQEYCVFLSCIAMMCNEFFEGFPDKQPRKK
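incubation = readout 5 min after mixing, signal stable up to 60 min | system = S100A4 monomer protein | buffer or medium = HEPES pH 7.2 with CaCl2, KCl, NaCl, DTT, Triton | benchmarks = neutral control DMSO, positive control TFP | also added = fluorescent myosin IIA peptide, 5 nM | compound dosing = one concentration per compound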
E-sel inducer: induces E-selectin expression in human endothelial cells; HUVEC E-selectin immunofluorescence imaging; normalized: neutral wells 0, TNF-alpha wells 100; activation, % at 7.58 µM; 260,000 compounds, 0.37% hits;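 active = mean E-selectin-positive cell signal at least 10% of the positive control, reached in at least 60% of replicates, without over 20% cell loss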;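 note: in these data hits start at about 27%; measured in HUVEC primary endothelial cells; signal is the percent of cells scored E-selectin positive by PE staining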
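Read-out basis: % PE-positive cells; Test system: HUVEC primary endothelial cells; Technique: immunofluorescence imaging; Dosing: single-point compound dose.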
XiGFP reactiv: reactivates the inactive X chromosome in mouse fibroblasts. XiGFP mouse fibroblasts, % GFP-positive cells imaging, 3 d; cells co-treated with 5-aza-dC sensitizer; scaled so ellipticine positive control = 100%. activation, % at 7.58 µM. 360,000 compounds, 0.055% hits;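 active = mean normalized replicate activation at least 10% and every replicate at or above 10%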;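 note: 0% = median of on-plate neutral control wells and 100% = ellipticine 6 µM median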
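Assay system: SV40-immortalized XiGFP fibroblast cells, line 68-5-11; buffer or medium: DMEM plus 5-aza-dC sensitizer; compound: one concentration, pinned; timing: compounds 3 days, fix/stain 15 min at room temperature; benchmarks: positive control ellipticine, 6 µM final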
esBAF inh: SWI/SNF esBAF complex inhibition; mouse ES cells, Bmi1-luciferase knock-in reporter, 24 h; 100% = twice the neutral-well signal; reporter increase, % at 12.5 µM; 350,000 compounds, 2% hits; AID 602393; in the data active = activation above about 40%;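 note: 0% = median of the plate's neutral control wells and 100% = double that signal; a rise in the Bmi1 reporter signal indicates esBAF inhibition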
ERp5 block: blocks human ERp5 reductase activity on insulin; Q15084; ERp5 insulin aggregation, absorbance 650 nm, 90 min; inhibition, % at 9.99 µM; 350,000 compounds, 0.05% hits;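 active = mean replicate inhibition above about 25%, with every replicate also reaching it, limit read from the data, passing the limit was not always enough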
Target sequence (Q15084 whole entry, looked up): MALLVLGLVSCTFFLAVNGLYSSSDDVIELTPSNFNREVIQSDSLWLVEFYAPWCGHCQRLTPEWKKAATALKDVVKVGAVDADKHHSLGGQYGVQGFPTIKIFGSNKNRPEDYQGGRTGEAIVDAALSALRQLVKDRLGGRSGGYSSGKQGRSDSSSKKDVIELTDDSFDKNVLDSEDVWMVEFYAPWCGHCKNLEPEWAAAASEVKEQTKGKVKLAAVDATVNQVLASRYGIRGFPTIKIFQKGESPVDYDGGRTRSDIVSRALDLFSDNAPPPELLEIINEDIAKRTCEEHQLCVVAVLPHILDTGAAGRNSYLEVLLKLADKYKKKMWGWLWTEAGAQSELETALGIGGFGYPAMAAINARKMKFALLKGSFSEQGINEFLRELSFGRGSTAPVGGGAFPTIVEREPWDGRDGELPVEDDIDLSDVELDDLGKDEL
RAD52 inh: blocks human RAD52 DNA annealing; recombinant RAD52 DNA annealing, FRET fluorescence; AID 651710; inhibition, % at 18.7 µM; 360,000 compounds, 0.46% hits; P43351;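 active = every replicate showing at least 50% inhibition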
Target sequence (P43351 whole entry, looked up): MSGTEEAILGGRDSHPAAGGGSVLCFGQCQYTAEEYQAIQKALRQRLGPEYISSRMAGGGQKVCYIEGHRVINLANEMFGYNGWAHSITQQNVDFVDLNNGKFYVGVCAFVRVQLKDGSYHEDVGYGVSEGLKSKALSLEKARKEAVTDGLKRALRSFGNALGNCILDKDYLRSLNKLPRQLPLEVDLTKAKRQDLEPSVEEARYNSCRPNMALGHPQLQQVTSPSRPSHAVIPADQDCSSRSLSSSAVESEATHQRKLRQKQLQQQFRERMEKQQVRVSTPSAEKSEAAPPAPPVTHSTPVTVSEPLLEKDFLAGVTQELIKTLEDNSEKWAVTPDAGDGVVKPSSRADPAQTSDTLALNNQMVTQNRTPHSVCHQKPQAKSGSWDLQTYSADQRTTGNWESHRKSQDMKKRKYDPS
RAD54 branch: RAD54 (human) branch migration inhibition; Q92698; RAD54 Holliday junction branch migration, FAM/BHQ fluorescence; inhibition, % at 10.4 µM; 360,000 compounds, 0.14% hits;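 active = mean normalized replicate activity at least 40 and at least half of replicates scoring 40 or more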;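 note: 0% = median of neutral control wells and 100% = median of positive control wells; inhibitors cause a drop in the FAM fluorescence signal; in these data hits start at about 50%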
* hit, by the source's call; nt = no result given; & = joins results of further samples. Hits appear at their usual frequency; any-hit rate near 2.5%.

SMILES	ERAP1 HTS inh	S100A4 inh HTS	E-sel inducer	XiGFP reactiv	esBAF inh	ERp5 block	RAD52 inh	RAD54 branch
Cc1cc(OCC(=O)Nc2ccccc2N2CCOCC2)c(C(C)C)cc1Cl	-2	-4	0.0	-0.1	-6	-1	-14	1
CC=Cc1ccc2n(c1=O)C[C@@H]1[C@@H](CO)[C@H](C(=O)NC3CCCCC3)N(CCC)[C@H]21 (mixture of isomers)	nt	nt	0.0	0.1	0	nt	nt	5
COc1ccc(Cl)cc1N(CC(=O)N/N=C/c1ccc(OCC(N)=O)cc1)S(C)(=O)=O	-10	-2	9.7	0.0	2	9	-15	-8
C[C@@H]1CN([C@@H](C)CO)C(=O)c2cc(NC(=O)Nc3ccccc3)ccc2O[C@@H]1CN(C)C(=O)Nc1ccc(C(F)(F)F)cc1	2	-8	51*	0.0	9	-5	6	4
O=C(C[C@H]1CC[C@@H](NC(=O)Cc2cccnc2)[C@@H](CO)O1)Nc1ccccc1	0	13	0.5	-0.2	nt	0	-8	nt
COc1ccc(C#Cc2cnc3c(c2)C(=O)N([C@H](C)CO)C[C@@H](C)[C@H](CN(C)C)O3)cc1	0	4	0.1	-0.6	0	1	26	8
CC1(C(=O)NS(=O)(=O)c2ccccc2C(F)(F)F)CCN1C(=O)CCc1cccs1 (configuration not stated)	-6	-6	7.3	0.1	0	-4	-15	9
CC(C)(C)C(=O)CN1C(=O)NC2(CCCc3ccccc32)C1=O (configuration not stated)	0	0	nt	0.6	-1	-1	-10	-11
COc1ccc(S(=O)(=O)N(C)C[C@H]2OCCCC[C@H](C)Oc3ccc(NS(C)(=O)=O)cc3C(=O)N([C@@H](C)CO)C[C@@H]2C)cc1	-3	-4	0.1	0.0	2	1	5	5
COc1ccc(CCNC(=O)C(=O)NCCC2CCCCN2S(=O)(=O)c2cccs2)cc1 (configuration not stated)	0	4	-0.2	0.0	-5	-2	-5	4
CN1C(=O)c2cc(NC(=O)C3CCCC3)ccc2OC[C@@H]2O[C@@H](CC(=O)NCC(F)(F)F)CC[C@@H]21	-1	-2	0.0	0.1	-1	-7	3	-12
COCCCN1C(=O)C(CC(=O)NCC2CCCCC2)CC(C(=O)N(C(C)C)C(C)C)=C1C (configuration not stated)	-2	4	1.2	nt	-2	-10	-1	-9
COc1ccccc1CCn1c(N)cc(=O)[nH]c1=O	-3	-1	nt	0.2	-2	1	-5	-4
Cc1ccc(/C([O-])=C(/C(=S)NCc2ccccc2)[n+]2ccccc2)cc1[N+](=O)[O-]	3	-1	nt	0.3	-8	0	-11	1
COCC(=O)N(C)C[C@H]1Oc2ncc(C#Cc3cccnc3)cc2C(=O)N([C@H](C)CO)C[C@@H]1C	-7	6	0.8	-0.9	-13	-1	13	6
COC(=O)c1c(NC(=O)/C=C/c2ccco2)sc2c1CCC2	0	4	nt	0.1	nt	-2	-32	nt
N#Cc1nc(COc2cccc(Cl)c2)oc1N1CCN(c2ccccc2)CC1	-6	3	nt	nt	-5	7	-7	0
CCCC1(c2ccccc2)NC(=O)N(CC(=O)Nc2cc(S(=O)(=O)N3CCOCC3)ccc2Cl)C1=O (configuration not stated)	1	4	4.4	0.1	nt	6	-12	nt
O=C(NN=Cc1c(O)ccc2ccccc12)c1ccc2c(c1)OCO2	-2	-1	2.9	-0.1	-57	3	-32	4
Cc1ccc2c(c1)COc1c3ccc(C(=O)NC(C)C)cc3nn1-2	5	-1	0.3	-0.1	84*	-1	3	-4

Part of the list above in order of molecular weight, smallest number first.
SMILES	ERAP1 HTS inh	S100A4 inh HTS	E-sel inducer	XiGFP reactiv	esBAF inh	ERp5 block	RAD52 inh	RAD54 branch
CC(C)(C)C(=O)CN1C(=O)NC2(CCCc3ccccc32)C1=O (configuration not stated)	0	0	nt	0.6	-1	-1	-10	-11
Cc1ccc2c(c1)COc1c3ccc(C(=O)NC(C)C)cc3nn1-2	5	-1	0.3	-0.1	84*	-1	3	-4
O=C(C[C@H]1CC[C@@H](NC(=O)Cc2cccnc2)[C@@H](CO)O1)Nc1ccccc1	0	13	0.5	-0.2	nt	0	-8	nt
Cc1cc(OCC(=O)Nc2ccccc2N2CCOCC2)c(C(C)C)cc1Cl	-2	-4	0.0	-0.1	-6	-1	-14	1
CC=Cc1ccc2n(c1=O)C[C@@H]1[C@@H](CO)[C@H](C(=O)NC3CCCCC3)N(CCC)[C@H]21 (mixture of isomers)	nt	nt	0.0	0.1	0	nt	nt	5
COCCCN1C(=O)C(CC(=O)NCC2CCCCC2)CC(C(=O)N(C(C)C)C(C)C)=C1C (configuration not stated)	-2	4	1.2	nt	-2	-10	-1	-9
COc1ccc(Cl)cc1N(CC(=O)N/N=C/c1ccc(OCC(N)=O)cc1)S(C)(=O)=O	-10	-2	9.7	0.0	2	9	-15	-8

New compounds follow:
SMILES	ERAP1 HTS inh	S100A4 inh HTS	E-sel inducer	XiGFP reactiv	esBAF inh	ERp5 block	RAD52 inh	RAD54 branch
COCC(=O)NC[C@H]1N[C@H](CO)[C@H]1c1ccc(C2=CCCC2)cc1	nt	nt	0.2	0.0	-4	nt	nt	5
COc1ccc(Oc2nc(OC)cc(OC)n2)cc1	-1	0	-0.6	0.3	-6	4	-10	nt
O=C1N(Cc2cccc(Cl)c2)C[C@@H]2C[C@@H](c3ccco3)N3CCC[C@@]123	-3	-9	nt	0.0	-1	6	-61	-9
COc1ccc(NC(=O)COC(=O)Cc2ccsc2)c(OC)c1	-4	-7	-0.1	0.0	-3	-3	-9	9
O=C(CN(c1cccc([N+](=O)[O-])c1)S(=O)(=O)c1ccccc1)NCc1ccccc1	1	15	1.8	0.0	1	11	-25	-1
O=C1OC(c2ccc(Cl)cc2)=N/C1=C\C=C\c1ccco1	2	-7	0.0	-0.1	nt	0	-22	nt
CO[C@@H]1CN(C)C(=O)c2ccc(NC(=O)Nc3ccccc3)cc2OC[C@H](C)NC[C@@H]1C	2	-1	-0.1	0.0	1	1	-6	4
CCCCn1c(SCC(=O)NC(C)(C)C)nnc1-c1ccco1	-1	7	nt	nt	-5	1	-15	0
CN(CCNC(=O)c1c[nH]c2c1ccc1ccccc12)CCNC(=O)c1c[nH]c2c1ccc1ccccc12	-1	6	0.0	0.1	nt	-11	-55	nt
O=C(C[C@@H]1C=C[C@H](NC(=O)c2cccc(F)c2)[C@@H](CO)O1)NCc1ccccc1	1	2	-0.5	-0.2	4	-5	-5	3
Cc1cccc(S(=O)(=O)Nc2ccc3c(c2)OCCO3)c1	1	-40	1.1	0.1	nt	-7	-9	nt
Cc1cc(Nc2ccc(Br)cc2)nc(-c2ccccc2O)n1	13	-1	0.9	0.2	9	-3	7	-6
O=C(NC1CCCCC1)N1CCN(S(=O)(=O)c2ccc(F)cc2)CC1	0	0	nt	0.0	5	1	-19	-1
CCCN(C)C[C@@H]1Oc2cc(C#CCC3CCCC3)ccc2S(=O)(=O)N([C@H](C)CO)C[C@@H]1C	3	-19	-0.2	-1.0	-3	5	19	0
COc1ccccc1NC(=O)N(C)C[C@H]1Oc2ncc(C#CCN(C)C)cc2C(=O)N([C@@H](C)CO)C[C@H]1C	2	-3	-0.2	0.6	-7	1	5	-20
Cc1ccc(C(=O)N(C)c2nnc(-c3ccncc3)s2)cc1	-2	-2	6.9	0.3	nt	8	-7	nt
O=C(NCCNC(=O)c1cc(Cl)ccc1Cl)c1cnccn1	-2	-24	-4.3	0.1	3	0	-8	-7
CC1(C)CC(=O)C=C(Nc2ccccc2C#N)C1	-1	4	nt	0.2	-7	-3	-8	-25
Cc1cccc2cc(C#N)c(SCC(=O)NCc3cccs3)nc12	-4	-9	2.3	0.4	nt	5	-21	nt
O=C(NC1CCCC1)N1CC2(C1)[C@@H](c1ccccc1)[C@@H](CO)N2CC1CCCC1	2	-1	0.0	0.4	nt	-2	3	nt

6 compounds picked at random from the list so far, as already listed:
SMILES	ERAP1 HTS inh	S100A4 inh HTS	E-sel inducer	XiGFP reactiv	esBAF inh	ERp5 block	RAD52 inh	RAD54 branch
CC1(C)CC(=O)C=C(Nc2ccccc2C#N)C1	-1	4	nt	0.2	-7	-3	-8	-25
Cc1cccc(S(=O)(=O)Nc2ccc3c(c2)OCCO3)c1	1	-40	1.1	0.1	nt	-7	-9	nt
CCCN(C)C[C@@H]1Oc2cc(C#CCC3CCCC3)ccc2S(=O)(=O)N([C@H](C)CO)C[C@@H]1C	3	-19	-0.2	-1.0	-3	5	19	0
COc1ccccc1NC(=O)N(C)C[C@H]1Oc2ncc(C#CCN(C)C)cc2C(=O)N([C@@H](C)CO)C[C@H]1C	2	-3	-0.2	0.6	-7	1	5	-20
COCC(=O)NC[C@H]1N[C@H](CO)[C@H]1c1ccc(C2=CCCC2)cc1	nt	nt	0.2	0.0	-4	nt	nt	5
O=C(NCCNC(=O)c1cc(Cl)ccc1Cl)c1cnccn1	-2	-24	-4.3	0.1	3	0	-8	-7

The listing continues.
SMILES	ERAP1 HTS inh	S100A4 inh HTS	E-sel inducer	XiGFP reactiv	esBAF inh	ERp5 block	RAD52 inh	RAD54 branch
NCCc1c(C(=O)O)[nH]c2ccc([N+](=O)[O-])cc12	-4	-17	nt	0.2	-4	7	-5	-11
O=C(Cn1cc([N+](=O)[O-])ccc1=O)NCC(=O)Nc1ccc(F)c(F)c1F	2	9	-0.3	0.1	nt	-6	-10	7
Cc1cccc(S(=O)(=O)N2CC[C@@H]3[C@H]2c2cc(C#Cc4cccc(F)c4)ccc2N[C@@H]3CO)c1	0	-5	0.2	0.0	0	-2	-4	4
C=CCSc1n[nH]c(-c2ccc(OCCCC)cc2)n1	3	-9	nt	nt	48*	-1	-13	nt
CN(C)S(=O)(=O)c1cccc(NC(=O)c2cccc(NS(=O)(=O)c3ccccc3)c2)c1	2	-9	0.0	0.0	2	-1	-20	-8
O=C(CCc1nnc(CCC2CCCCC2)o1)NCCc1cccnc1	0	2	-0.2	0.3	nt	0	-22	nt
CCO[C@H]1OC(C(=O)Nc2ccccc2)=C[C@@H](c2coc3ccccc3c2=O)[C@@H]1CCCO	0&-1	14&-3	0.0	0.1	18	-1&2	-5&-35	7&-7
COc1cc2ccccc2cc1C(=O)NC(=S)Nc1cccc(C(=O)O)c1	0	5	2.4	0.1	nt	3	-14	nt
CCCCNc1nc2c(c(=O)n(Cc3ccccc3)c(=O)n2C)n1C	3	-1	nt	0.2	7	1	-18	1
